TRPC4 potent: positive allosteric modulators of TRPC4, primary screen, cell-based, mouse TRPC4beta, HEK293 mu-opioid, Fluo-4 calcium; B-score at 10 µM; DAMGO EC20, Fluo-4 Ca2+ flux; hits give high values; 0.42% of 310,000 active; Short transient receptor potential channel 4 (Mus musculus), Q9QUQ5;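 active = B-score of calcium response area above 5 SD of library B-scores, with initial fluorescence ratio within 5 SD of library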;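 note: B-score of integrated fluorescence ratio over time as area under calcium response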
MrgX1 PAM: positive allosteric modulators of MrgX1, primary screen, HEK293 cells, Fluo-4 calcium flux; AID 588675, 2011; FDSS; hits give high values; 0.63% of 310,000 active; B-score at 10 µM;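 active = plate-corrected calcium response at least 3 library SD above typical, normal starting fluorescence, not activating the receptor alone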;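 note: compound read alongside a low EC10 to EC30 dose of BAM8-22 agonist; peak minus trough fluorescence over baseline measured at the second addition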
TMEM16A act: TMEM16A chloride channel activators or potentiators, primary screen, cell-based, HTS | 0.3% of 340,000 active | Anoctamin-1 (Mus musculus), Q8BHY3 | B-score at 10 µM | HEK293 TMEM16A/YFP-H148Q/I152L, iodide quench fluorescence; hits give low values | AID 623877, 2012;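 active = fluorescence-ratio B-score plate-corrected deviation score at least 3 library SD below zero, with starting fluorescence score within 5 deviations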;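 note: channel opened by trigger with iodide after compound preincubation; score built on the fluorescence ratio of max minus min over baseline; more negative score means more quench and so TMEM16A activation or potentiation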
TRPC4 block: inhibitors of mouse TRPC4 channel, primary screen, Fluo4 calcium, HEK293 TRPC4beta/mu-opioid cells; DAMGO-evoked Fluo4 calcium flux; hits give low values; AID 2247, 2010; B-score at 10 µM; 0.39% of 300,000 active;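 active = B-score over 3 SD under the library average, no early fluorescence shift, positive overall ratio signal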
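Assay system: Stable TRPC4beta/mu-opioid receptor HEK293 cells | Reagent: DAMGO in two steps, submaximal then maximal | Compound dosing: Single concentration per test compound | Signal: Fluo4 Ca2+ flux fluorescence | Evaluation: Per-well B score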
TRPC6 inhibitor: mouse TRPC6 channel inhibitors, primary screen, cell-based, HEK293, membrane potential dye | 1.1% of 310,000 active | ACh-evoked depolarization; hits give low values | B-score at 10 µM | AID 2553, 2010;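 active = B-score under library mean minus 3 SD, initial fluorescence not abnormally high, positive integrated signal ratio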;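 note: B-score derived from integrated fluorescence ratio over the kinetic read; more negative B-score means stronger inhibition of depolarization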
Target sequence (Q61143 whole entry, looked up): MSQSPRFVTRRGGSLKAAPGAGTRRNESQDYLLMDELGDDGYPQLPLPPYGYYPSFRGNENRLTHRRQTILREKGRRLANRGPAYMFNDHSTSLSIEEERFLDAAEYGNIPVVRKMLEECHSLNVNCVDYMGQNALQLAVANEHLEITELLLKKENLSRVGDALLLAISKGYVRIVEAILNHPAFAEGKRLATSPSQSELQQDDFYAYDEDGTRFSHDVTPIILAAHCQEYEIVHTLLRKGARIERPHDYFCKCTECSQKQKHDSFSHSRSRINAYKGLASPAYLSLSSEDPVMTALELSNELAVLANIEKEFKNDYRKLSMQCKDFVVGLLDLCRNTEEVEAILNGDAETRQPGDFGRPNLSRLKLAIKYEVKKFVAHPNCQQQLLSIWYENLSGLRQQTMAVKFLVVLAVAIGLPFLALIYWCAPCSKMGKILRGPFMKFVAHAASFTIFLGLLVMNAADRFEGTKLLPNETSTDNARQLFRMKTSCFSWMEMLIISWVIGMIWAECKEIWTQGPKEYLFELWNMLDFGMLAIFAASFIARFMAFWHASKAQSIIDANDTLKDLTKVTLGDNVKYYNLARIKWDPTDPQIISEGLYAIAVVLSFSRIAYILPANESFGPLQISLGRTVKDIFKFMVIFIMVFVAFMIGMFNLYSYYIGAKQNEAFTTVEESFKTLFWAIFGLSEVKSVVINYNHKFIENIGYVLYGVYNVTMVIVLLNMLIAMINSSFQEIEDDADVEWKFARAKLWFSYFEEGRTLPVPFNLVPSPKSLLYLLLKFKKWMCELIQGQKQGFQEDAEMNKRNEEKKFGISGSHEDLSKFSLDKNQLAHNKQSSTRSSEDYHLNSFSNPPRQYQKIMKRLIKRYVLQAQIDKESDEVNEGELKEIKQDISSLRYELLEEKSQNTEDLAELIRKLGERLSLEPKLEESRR
TRPC6 activator: mouse TRPC6 channel activators, primary screen, cell-based, HEK293, membrane potential dye; HEK293-TRPC6 membrane potential dye fluorescence; hits give high values; Short transient receptor potential channel 6 (Mus musculus), Q61143; AID 2550, 2010; 0.13% of 310,000 active; B-score at 10 µM;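 active = B-score of the integrated fluorescence ratio above library mean plus 3 SD, and starting fluorescence ratio within library mean plus 5 SD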;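 note: higher score means more depolarization so channel activation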
TMEM16A inh: TMEM16A chloride channel inhibitors, primary screen, cell-based, HTS. Anoctamin-1 (Mus musculus), Q8BHY3. HEK293 TMEM16A/YFP iodide influx fluorescence, ionomycin. normalized B-score (activity score, 25-100; higher = stronger inhibition) at 10 µM. AID 588511, 2011. 1.2% of 310,000 active;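 active = ratio plate-corrected score three or more library SD toward inhibition, starting fluorescence score within five deviations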;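 note: score derived from kinetic fluorescence span divided by baseline fluorescence per well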
MrgX1 agonist: agonists of human MrgX1 receptor, primary screen, HEK293 cells, Fluo-4 calcium flux | Fluo-4 calcium fluorescence, agonist mode; hits give high values | B-score at 10 µM | 0.44% of 310,000 active | AID 588627, 2011;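 active = calcium response B-score plate-corrected fluorescence ratio at least 3 library SD, with starting fluorescence B-score inside 5 SD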
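System: HEK293 cells stably expressing human MrgX1 receptor; Dosing: test compound in the initial addition of three; Schedule: overnight plating, then 30 min 37 °C plus 30 min room-temperature dye loading; Detection: kinetic calcium dye fluorescence, Fluo-4 NW; Controls: per-plate positive and negative controls for Z′ factor.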
MrgX1 antag: antagonists of human MrgX1 receptor, primary screen, HEK293 cells, Fluo-4 calcium flux | Mas-related G-protein coupled receptor member X1 (Homo sapiens), Q96LB2 | BAM8-22 antagonism; hits give low values | B-score at 10 µM | 1.3% of 310,000 active;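 active = calcium-response B-score plate-corrected more than 3 library SD below zero, starting fluorescence within 5 deviations, no agonist response on first addition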;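 note: peak minus trough fluorescence over baseline after final BAM8-22 challenge near maximal dose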
TRPC4 act: activators of mouse TRPC4 channel, primary screen, Fluo4 calcium, HEK293 TRPC4beta/mu-opioid cells. B-score at 10 µM. Short transient receptor potential channel 4 (Mus musculus), Q9QUQ5. AID 2237, 2010. Fluo4 calcium fluorescence; hits give high values. 0.49% of 310,000 active;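 active = B-score above 5 SD of library B-scores, and initial fluorescence ratio not above library mean plus 5 SD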;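 note: positive B-score marks a calcium rise read as TRPC4 activation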
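Assay system: HEK293 cells stably co-expressing mouse TRPC4beta and mu-opioid receptor / Timing: Fluo4 dye loading 45 min at room temperature, 110 s recording / Signal: Fluo4 calcium-sensitive dye fluorescence, kinetic, 1 Hz baseline / Read-out: integrated baseline-normalised fluorescence ratio, converted to per-well B score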
RGS4 inh: RGS4 inhibitors, primary screen, cell-based, HEK293 M3R inducible RGS4, calcium flux; Fluo-4 calcium flux; hits give high values; triggered by carbachol at its EC20; B-score at 10 µM; 0.45% of 310,000 active;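 active = B-score, a plate-corrected calcium signal, over three deviations above library mean, with baseline fluorescence within five deviations of library mean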;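 note: RGS4 expression induced by doxycycline in cells with stable M3 receptor; B-score is computed from the integrated fluorescence ratio over baseline after carbachol; higher B-score means a larger calcium signal and so more RGS4 inhibition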
The depositor's hits bear a star; i = inactive; / = not tested or not shown.

SMILES	TRPC4 potent	MrgX1 PAM	TMEM16A act	TRPC4 block	TRPC6 inhibitor	TRPC6 activator	TMEM16A inh	MrgX1 agonist	MrgX1 antag	TRPC4 act	RGS4 inh
CC(=O)c1ccc(Oc2ccc(C(C)=O)cc2)cc1	i	i	i	i	i	i	i	i	i	i	i
COc1ccc(CCN(C)C(=O)c2cnc(C)cn2)cc1OC	i	i	i	i	i	i	i	i	i	i	i
C=CCn1c(C)cc(C(=O)COC(=O)[C@@H](NC(=O)c2ccccc2Cl)C(C)C)c1C	i	i	i	i	i	i	i	i	i	i	i
O=C(N=C1SC2CS(=O)(=O)CC2N1CCc1ccc(F)cc1)C1CCCCC1 (stereo not given)	i	i	i	i	i	i	i	i	i	i	i
CCN(CC(=O)Nc1ccc(Cl)c(S(=O)(=O)N(C)C)c1)Cc1nc2ccccc2c(=O)[nH]1	i	i	i	i	i	i	i	i	i	i	i
CCOC(=O)Cn1nnc(-c2ccc(SC)cc2)n1	i	i	/	i	i	i	i	i	i	i	i
CCC1(c2ccccc2)NC(=O)N(CC(=O)NCc2ccccc2OC)C1=O (stereo not given)	i	i	i	i	i	i	i	i	i	i	i
O=C(N/N=C1\CCS(=O)(=O)c2ccc(F)cc21)c1ccc(O)cc1	i	i	i	i	i	i	i	i	i	i	i
CS(=O)(=O)N(CC(=O)Nc1ccc2c(c1)OCO2)Cc1ccc(Cl)cc1	i	i	i	i	i	i	i	i	i	i	i
COc1ccc(OCCSc2nc3ccccc3n2CCC(=O)O)cc1	i	i	i	i	i	i	i	i	i	i	i
COc1ccccc1C(C)NC(=O)c1ccccc1SCC(=O)N1CCCC1 (stereo not given)	i	i	i	i	i	i	i	i	i	i	i
Cc1nc2nc(-c3ccccc3)nn2c(C)c1C	i	i	i	i	i	i	i	i	i	i	i
CC(=O)Nc1ccc(NC(=O)C(C)OC(=O)C2CC3C=CC2C3)cc1 (stereo not given)	i	i	i	i	i	i	i	i	i	i	i
COc1cccc2cc(C(=O)C3=C(O)C(=O)N(c4cc(C)on4)C3c3cccs3)oc12 (stereo not given)	i	i	i	i	i	i	i	i	-5.1*	i	i
Cc1ccc(Cn2ccc(C3CC3)n2)cc1	i	i	i	i	i	i	i	i	i	i	i
COC1=C(Nc2ccc(OC)cc2)C(=O)c2ccccc2C1=O	i	7.8*	i	i	i	i	i	i	i	i	i
O=C1Nc2ccccc2N(O)N1c1ccc(S(=O)(=O)Nc2ccccn2)cc1	i	i	i	i	i	i	i	i	i	i	i
C/C=C1\COC(C(=O)NCc2cccc(OC)c2OC)(C(F)(F)F)C=C1C=C1CCCCC1 (stereo not given)	i	i	i	i	i	i	25*	i	i	i	i
Cc1c(NC(=O)CCSc2ccc(Cl)cc2)c(=O)n(-c2ccccc2)n1C	i	i	i	i	i	i	i	i	i	i	i
COc1ccc(Cn2c(C3CC3)nc3ccc(NC(=O)c4cccnc4)cc3c2=O)cc1	i	i	i	i	i	i	i	i	i	i	i
COc1ccc(-n2cnc3cc(C(=O)NC4CCCC4)ccc32)cc1	i	i	i	i	i	i	i	i	i	i	i
C=CCOC(=O)/C(=C\c1ccccc1)NC(=O)c1ccc(C)cc1	i	i	i	i	i	i	i	i	i	i	i
Cc1cc(NC(=O)c2ccc3c(c2)C(=O)N(Cc2ccccc2)C3=O)no1	i	i	i	i	i	i	i	i	i	i	i
CCN1CCCC(OC(=O)c2cc(-c3ccccc3Cl)nc3ccccc23)C1 (stereo not given)	22*	i	i	i	-5.5*	i	i	i	i	i	i
O=C(Nc1ccc(Cl)cn1)c1ccc2nccnc2c1	i	i	i	i	i	i	i	i	i	i	i
O=C(Cn1ccc(=O)[nH]c1=O)Nc1ccc(C(=O)O)c(O)c1	i	i	i	i	i	i	i	i	i	i	i
CCOc1ccc(NC2=NC(C)(C)N=C(N)N2)cc1	i	i	i	i	i	i	i	i	i	i	i
Cc1cc(=O)oc2c(C)c(OC(C)C(=O)Nc3ccc(N4CCC(C)CC4)cc3)ccc12 (stereo not given)	i	i	i	i	i	i	i	i	i	i	i
Cc1ccc(NC(=O)/C(=C/c2ccncc2)NC(=O)c2ccccc2)cc1	i	i	i	i	i	i	i	i	i	i	i
CC1CCCN(C(=O)CSc2cnc3ccccc3n2)C1 (stereo not given)	i	i	i	i	i	i	i	i	i	i	i
Cc1ccc(N2C(=O)CC(C)CC2=O)cc1	i	i	i	i	i	i	i	i	i	i	i
O=c1[nH]c(SCC2CCCCO2)nc2ccccc12 (stereo not given)	/	i	i	/	/	/	i	i	i	/	/
O=C(CSc1nnc(CNC(=O)c2ccccc2F)o1)Nc1ccc2c(c1)OCCO2	i	i	i	i	i	i	i	i	i	i	i
Cc1ccc(N(CC(=O)NCCc2ccccc2)C(=O)CCC(=O)Nc2cc(C)ccn2)cc1	i	i	i	i	i	i	i	i	i	i	i
Cc1nc(SCC(=O)N(C)Cc2ccco2)c2c(C)c(C)sc2n1	i	i	i	i	i	i	i	i	i	i	i
CC1(C)CC(=O)C2=C(C1)OC(/N=C/N1CCCC1)=C(C#N)C2c1ccccc1 (stereo not given)	i	i	i	i	i	i	i	i	i	i	i
CC(/C=N/NC(=O)c1cc(-c2cccnc2)nc2c1c(C)nn2-c1ccccc1)=C\c1ccccc1	i	i	i	i	i	i	i	i	i	i	i
Cc1ccc(-n2c(C)cc(C(=O)Cn3nc(C(=O)O)c4ccccc4c3=O)c2C)cc1	i	i	i	i	i	i	i	i	i	i	i
O=C(Cn1nc(Cl)nc1Cl)c1cc2ccccc2oc1=O	i	i	i	i	i	i	i	i	i	i	i
O=C(COC(=O)c1ccc(O)cc1O)NC1CCS(=O)(=O)C1 (stereo not given)	i	i	i	i	i	i	i	i	i	i	i
CC(C)[C@H](NC(=O)N1c2ccccc2NC(=O)[C@@H]1C(C)C)C(=O)N[C@H](Cc1ccccc1)C(=O)O	i	i	i	i	i	i	i	i	i	i	i
Cc1ccc(C(=O)NC(=S)Nc2cccc3nsnc23)cc1	i	i	i	i	i	i	i	i	i	i	i
Cc1ccc(CCNC(=O)C2CCC(=O)N2Cc2cccnc2)cc1 (stereo not given)	i	i	i	i	i	i	i	i	i	i	i
COC(=O)/C=C/C(=O)Nc1ccc(O)c(Cl)c1	i	i	i	i	i	i	i	i	i	i	i
COc1ccc(NCc2nnc(SCC(=O)c3ccc(OC)cc3)o2)cc1	i	i	i	i	i	i	i	i	i	i	i
Cc1nc2cc(N3CCOCC3)c(NC(=O)C3CC3)cc2c(=O)n1Cc1ccccc1	i	i	i	i	i	i	i	i	i	i	i
CC(C)CN(C(=O)c1ccc(Br)o1)C1CCS(=O)(=O)C1 (stereo not given)	i	i	i	i	i	i	i	i	i	i	i
Cc1ccc(C)c(N=C2CCCN2Cc2ccccc2)c1C#N	i	i	i	i	i	i	i	i	i	i	i
COc1ccc2c(c1)c1nnc(SC)nc1n2C	i	i	i	i	i	i	i	i	i	i	i
c1nc(NC2CCCC2)c2[nH]cnc2n1	i	i	i	i	i	i	i	i	i	i	i
Cc1cc(C)c(C#N)c(N)n1	i	i	i	i	i	i	i	i	i	i	i
COc1ccccc1/C=C/C=C(\C#N)C(=O)NC(C)c1ccccc1 (stereo not given)	i	i	i	i	i	i	i	i	i	i	i
Cc1ccccc1-c1nc(-c2ccc(NC(=O)c3cccs3)cc2)no1	i	i	i	i	-7.1*	i	i	i	i	i	i
c1cn2cc(CSC3CCCCC3)nc2s1	i	i	i	i	i	i	i	i	i	i	i
CCCn1c(SCC(=O)NC)nc2sc3c(c2c1=O)CCC3	i	i	i	i	i	i	i	i	i	i	i
CN(C)c1ccc(/C=C/c2nc3ccccc3c(=O)n2-c2ccc(C(=O)O)cc2)cc1	i	i	i	i	i	i	i	i	i	i	i
COc1cc(S(=O)(=O)Nc2cccnc2)ccc1Cl	i	i	i	i	i	i	i	i	i	i	i
COc1ccc(N2CCN(C(=O)CN3C(=O)c4ccccc4S3(=O)=O)CC2)cc1	i	i	i	i	i	i	i	i	i	i	i
CCN(CC)S(=O)(=O)c1ccc(N2CCOCC2)c(NC(=O)c2cccc3ccccc23)c1	i	i	i	i	i	i	i	i	i	i	i
COc1ccc(NC(=O)Cn2nnc(C(=O)Nc3ccc(F)c(Cl)c3)c2N)cc1OC	i	i	i	i	i	i	i	i	i	i	i
CCOC(=O)c1cc(-c2ccc(Cl)s2)[nH]n1	i	i	i	i	i	i	i	i	i	i	i
COc1ccc(C(C(=O)Nc2ccc(F)cc2)N(C(=O)Cn2nnc3ccccc32)C2CC2)cc1 (stereo not given)	i	i	i	i	i	i	i	i	i	i	i
CCN1C(=O)C2CCCCN2c2ccc(C(=O)NCCOC)cc21 (stereo not given)	i	i	i	i	i	i	i	i	i	i	i

Among those listed so far, these contain a furan ring, fused or not.
SMILES	TRPC4 potent	MrgX1 PAM	TMEM16A act	TRPC4 block	TRPC6 inhibitor	TRPC6 activator	TMEM16A inh	MrgX1 agonist	MrgX1 antag	TRPC4 act	RGS4 inh
COc1cccc2cc(C(=O)C3=C(O)C(=O)N(c4cc(C)on4)C3c3cccs3)oc12 (stereo not given)	i	i	i	i	i	i	i	i	-5.1*	i	i
Cc1nc(SCC(=O)N(C)Cc2ccco2)c2c(C)c(C)sc2n1	i	i	i	i	i	i	i	i	i	i	i
CC(C)CN(C(=O)c1ccc(Br)o1)C1CCS(=O)(=O)C1 (stereo not given)	i	i	i	i	i	i	i	i	i	i	i
